mABHD4 FP – inhibitors of mouse ABHD4; Q8VD66; purified mABHD4, FP-Rh probe fluorescence polarization; inhibition, % at 8.92 µM; 0.54% of 370,000 active; AID 720543;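 active = inhibition exceeding the mean over every tested compound plus 3 SD, cut at about 30% in these data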;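 note: 0% = plate median of compound wells and 100% = S159A mutant with DMSO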
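Test system: mouse ABHD4 enzyme, wild type. Reagent: FP-Rh fluorescent activity-based probe, added after compound pre-incubation. Timing: pre-incubation 45 min, probe exposure 60 min, at 25 °C. Technique: FP readout, ex 525 nm / em 598 nm. Benchmarks: high control S159A mutant with DMSO, low control median of compound wells.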
ARFGAP1 inh – inhibitors of rat ARFGAP1 | inhibition, % at 16.5 µM | Q62848 | Arfgap1-stimulated ARF1 GTP hydrolysis, GDP FP detection | 0.26% of 360,000 active;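 active = inhibition above a per-plate limit, mean inhibition of low control wells plus 3 SD, cut at about 25% in these data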;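 note: 0% = DMSO wells with enzyme and 100% = wells lacking Arfgap1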
Target sequence (Q62848 1-136 limits assumed): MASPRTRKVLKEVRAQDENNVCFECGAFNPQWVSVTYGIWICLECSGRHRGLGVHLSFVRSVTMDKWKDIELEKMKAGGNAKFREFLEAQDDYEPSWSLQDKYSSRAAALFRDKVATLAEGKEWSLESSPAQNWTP
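Assay system: purified rat His6-Arfgap1 residues 1-136 (GAP domain); Reagent: human Δ17 ARF1 bound to GTP; Dosing: 16.5 µM single point, 1.26% DMSO; Times: GTP hydrolysis reaction 2 h at 25 °C; Signal: FP, GDP Alexa 633 tracer displaced from anti-GDP antibody, 620/688 nm; Measure: % inhibition from polarization.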
ASAP1 inh – blocks human ASAP1-stimulated Arf1 GTP hydrolysis | Q9ULH1 | GDP FP detection | inhibition, % at 16.5 µM | 0.19% of 360,000 active | AID 624377; in the data active = inhibition above about 25%;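 note: 0% = vehicle with enzyme and substrate and 100% = no enzyme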
Target sequence (Q9ULH1 325-724 limits assumed): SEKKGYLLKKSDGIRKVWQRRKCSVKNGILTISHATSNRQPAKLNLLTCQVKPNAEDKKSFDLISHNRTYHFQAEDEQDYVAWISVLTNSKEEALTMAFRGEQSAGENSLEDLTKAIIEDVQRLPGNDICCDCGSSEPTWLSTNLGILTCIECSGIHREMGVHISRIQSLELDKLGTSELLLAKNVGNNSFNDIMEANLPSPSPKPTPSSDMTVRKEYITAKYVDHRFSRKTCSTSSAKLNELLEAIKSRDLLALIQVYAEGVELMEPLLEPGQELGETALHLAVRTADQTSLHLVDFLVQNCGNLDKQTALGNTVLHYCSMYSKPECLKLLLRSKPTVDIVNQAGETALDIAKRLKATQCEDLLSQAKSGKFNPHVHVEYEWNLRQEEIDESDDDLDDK
NR1D1 modulator – modulates human Rev-erb alpha binding to DNA. P20393. Rev-erbα–FITC-DNA binding, fluorescence polarization, 90 min. activity, % at 10 µM. 0.79% of 370,000 active. AID 1259318;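 active = activity above about 14%, limit read from the data; passing the limit was not always enough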;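 note: 0% = DMSO wells with 35 nM protein and 100% = DMSO wells with 750 nM protein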
rCAG binder – binds r(CAG) RNA repeats | inhibition, % at 3 µM | r(CAG) RNA repeat, TO-PRO-1 dye displacement fluorescence | 1.3% of 370,000 active | AID 651821;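 active = inhibition above the plate cutoff, the mean of all test compounds on that plate plus 3 SD, cut at about 35% in these data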;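 note: 0% = DMSO alone and 100% = 100 µM mitoxantrone as full dye displacement; higher means more dye released from RNA so lower well fluorescence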
SMARCA2 activ – increases SMARCA2 function in MMTV reporter cells; MG213 cells, MMTV-luciferase reporter, dexamethasone, overnight; activation, % at 9.1 µM; 1% of 370,000 active; in the data active = activation above about 7.8%;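 note: 0% = vehicle wells and 100% = reference activator wells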
NPR2 activator – GC-B (human) receptor activation; HEK293-GC-B cells, CNP EC30, cGMP TR-FRET; 0% at EC30 CNP, 100% saturating CNP; activation, % at 10 µM; 0.11% of 370,000 active;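 active = activation at 10 µM reaching about 35% in either raw or pattern-adjusted values, limit read from the data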
GC-A act – GC-A (human) enzyme activation | HEK293 GC-A cells, cGMP TR-FRET, EC30 ANP; 0% at EC30 ANP, 100% saturating ANP | 0.14% of 370,000 active | activation, % at 10 µM | P16066; in the data active = activation above about 40%
PG9 Ab binder – small molecules binding HIV-1 gp120 antibody PG9; AID 624416; 0.43% of 360,000 active; TR-FRET gp120-PG9 antibody binding; inhibition, % at 6.7 µM; in the data active = inhibition above about 8.5%
HTRA1 inh – blocks human HTRA1 serine peptidase. 0.5% of 340,000 active. recombinant HTRA1, FP-rhodamine activity-based probe, fluorescence polarization. inhibition, % at 5.96 µM. Q92743. AID 504803; in the data active = inhibition above about 36%;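 note: 0% = enzyme with DMSO and 100% = wells lacking enzyme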
Target sequence (Q92743 whole entry, looked up): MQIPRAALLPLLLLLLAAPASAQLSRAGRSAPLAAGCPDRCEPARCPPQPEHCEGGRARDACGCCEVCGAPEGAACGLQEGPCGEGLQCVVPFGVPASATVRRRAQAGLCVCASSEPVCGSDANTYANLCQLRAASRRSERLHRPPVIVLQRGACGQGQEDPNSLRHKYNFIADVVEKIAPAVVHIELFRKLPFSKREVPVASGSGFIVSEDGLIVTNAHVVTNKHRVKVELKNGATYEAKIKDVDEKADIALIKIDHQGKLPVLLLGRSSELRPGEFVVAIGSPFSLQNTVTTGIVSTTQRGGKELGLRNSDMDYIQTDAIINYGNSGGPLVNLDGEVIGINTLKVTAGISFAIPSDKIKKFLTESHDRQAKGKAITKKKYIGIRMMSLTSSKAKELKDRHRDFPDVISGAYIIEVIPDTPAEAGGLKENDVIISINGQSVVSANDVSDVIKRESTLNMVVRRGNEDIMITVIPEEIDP
Active calls of the source: *; nt = no result given; & = joins results of further samples. Hits appear at their usual frequency; overall some 4.4% were active at least once.

structure	mABHD4 FP	ARFGAP1 inh	ASAP1 inh	NR1D1 modulator	rCAG binder	SMARCA2 activ	NPR2 activator	GC-A act	PG9 Ab binder	HTRA1 inh
COCCN1C(=O)/C(=C/c2ccc(OCc3ccc(C(=O)O)cc3)c(OC)c2)SC1=Nc1ccccc1	-33	-9	-8	-7	29	0	0	-2	-1.3	-7
Cc1cc(N2CCOCC2)nc(N2CCOCC2)n1	-6	-5	-5	-3	-2	-3	0	4	-2.5	-1
O=C(NC(C(=O)N/N=C/c1cccnc1)c1n[nH]c(=O)c2ccccc12)c1ccccc1 (stereo unspecified)	-5	4	-12	4	2	-2	0	7	-2.5	-5
CCC(C)(C)NC(=O)C(c1cccs1)N(C(=O)c1ccn[nH]1)c1ccccc1 (stereo unspecified)	0	0	3	-2	-3	1	-2	-9	-0.6	-2
Cc1ccc(C(=O)O)cc1NC(=O)C1CCCN1S(=O)(=O)c1cccc2nsnc12 (stereo unspecified)	2	1	-5	-7	3	-1	-2	-1	1.6	-1
O=C(CN1CCCCC1)Nc1cccc2c1OCO2	10	14	-6	5	1	0	3	-3	-0.2	-3
CCCCCNc1nc2ccccc2nc1NS(=O)(=O)c1cccs1	5	-4	-12	0	33	3	2	-1	0.5	-1
O=C(NC1CC1)C1=C[C@@H](c2ccccc2)C[C@@H](OCc2ccc(CO)cc2)O1	0	5	7	0	-5	0	6	1	-2.6	-4
O=C(CSc1nnc(-c2ccco2)n1Cc1ccco1)Nc1ccccc1	-11	-4	0	3	-2	-3	-3	-6	-1.5	-8
Cc1ccc2c(CC(=O)NCc3ccco3)coc2c1C	1	0	19	-2	-2	2	-4	1	-0.1	-9
Cc1csc(SCC(=O)NC2CCS(=O)(=O)C2)n1 (stereo unspecified)	-2	2	3	-2	1	-3	1	4	0.7	3
CC1CCN(CC(O)Cn2c3ccccc3c3ccccc32)CC1 (stereo unspecified)	2	-4	7	-4	-2	-2	-11	-20	0.1	1
Cc1ccc(Sc2ncccc2C(=O)O)cc1C	3	9	-6	7	1	1	-1	1	-2.2	5
COc1ccc(NC(=O)c2ccc(CNc3c(NC4CCCCC4)c(=O)c3=O)cc2)cc1OC	-5&3	22&3	7&-1	11&-1	3&7	6&0	-7&2	0&9	-1.3&-1.4	-1&0
CCOC(=O)N1CCN(C(=O)Nc2ccc(Cl)cc2)CC1	0	1	-1	-1	-1	1	-6	3	-0.8	0
c1ccc(-c2csc(-c3ccc(-c4csnn4)cc3)n2)cc1	-17	-3	20	3	0	-2	-8	-5	-3.4	0
CN1c2ccc(Cl)cc2C(=O)NC1C1CC=CCC1 (stereo unspecified)	6	8	-5	-1	0	0	-10	-10	-1.0	10
O=C(CN1C(=O)S/C(=C\c2ccc(F)cc2)C1=O)NCCCn1ccnc1	7	1	7	5	1	2	-8	7	-0.2	-2
C[C@H](NC(=O)c1ccccc1)C(=O)OCC(=O)Nc1ccc2c(c1)OCO2	-4	3	-5	3	2	-3	4	0	-2.3	1
CC(=O)N1CCN(CC(=O)Nc2ccc(C)c(S(=O)(=O)N(C)C)c2)CC1	12	-10	-2	3	0	2	-1	2	-0.4	2
CC(C)n1c(NCc2nc3ccccc3n2C)nc2ccccc21	1	4	-2	-4	-6	-3	-1	-2	-0.9	9
CCCN(CCC)C(=O)C1CCN(c2ccc(S(=O)(=O)N3CCOCC3)cc2[N+](=O)[O-])CC1	3	4	-3	3	-7	-1	4	0	-1.6	-2
CCOc1ccccc1-c1noc(CCC(=O)Nc2cccnc2)n1	6	-4	-14	2	-4	-2	2	4	2.8	3
CCOC(=O)c1sc(NC(=O)Nc2ccc(F)cc2)nc1C	-4	6	-3	0	47*	2	-4	-4	1.1	-6
COc1ccc(C)cc1NC(=O)CN1CCN(c2ccccc2F)CC1	-11	-10	-10	1	-10	-3	-7	-4	-1.0	-8
CC(/C=C\C=C\c1ccccc1)=N\NC(=O)c1cncc(Br)c1	5	11	-1	-2	10	1	1	-12	-3.1	1
COc1cc(Cl)c([C@@H]2C[C@H]3CN(c4ccccc4)C(=O)[C@]34CCCN24)cc1OC	1	13	3	-2	-7	0	5	-3	-1.2	-5
O=C(CSCC(=O)c1ccccc1)Nc1ccccc1Cl	8	-3	12	-2	-3	-4	3	0	1.8	-2
CCC1Oc2ccc(C)cc2N(CC(=O)NCCCN2CCN(Cc3ccccc3)CC2)C1=O (stereo unspecified)	8	5	6	2	-13	-2	-14	-31	-1.6	0
Cc1cccc(N2C(=O)C3C4C=CC(CC4)C3C2=O)c1 (stereo unspecified)	0	3	-7	2	3	-2	-1	5	3.9	7
Cc1cc(NCCO)nc(-n2nc(C)cc2C)n1	-1	8	-5	-6	-3	0	6	-1	0.6	-2
O=C(C[n+]1ccc2ccccc2c1)c1ccc2ccc3ccccc3c2c1	4	0	-9	10	25	-1	-3	5	-15	nt
COc1ccc(NC(=O)Cn2cnc3c(cnn3C(C)(C)C)c2=O)cc1OC	1	2	-10	-4	-2	1	2	1	-2.1	1
O=C1CC(SCCO)C(=O)N1c1ccccc1 (stereo unspecified)	2	10	0	-6	2	-1	4	-2	1.3	1
COc1ccc(/C=N/OC(=O)Nc2ccc(Cl)cc2)c(OC)c1	5	-11	3	0	1	-1	2	1	-1.7	12
Cn1c(=O)[nH]c(=O)c2c1nc(N1CCCCC1)n2CC(O)CN1CCCCC1 (stereo unspecified)	-2	4	4	9	-2	-1	2	4	-1.0	-1
CCCN1C(=O)/C(=C/c2ccc(N3CCOCC3)cc2)NC1=S	-4	6	2	14	-19	-3	6	11	-4.8	4
COc1ccc(CCNC(=O)c2nnn(CC(=O)Nc3ccccc3)c2N)cc1OC	3	-15	-3	3	-3	-1	0	-4	-1.7	-9
Cc1ccc(NC(=O)CCc2nc3ccccc3c(=O)[nH]2)cc1S(=O)(=O)N1CCOCC1	4	6	-9	3	4	0	-5	-4	-1.6	5
Cc1ccc(C(=O)Nc2ncc(Cc3ccccc3)s2)o1	-13	9	-4	-5	8	7	5	17	-2.1	-30
O=C(CSc1nc(-c2ccco2)cc(C(F)(F)F)n1)NCC1CCCO1 (stereo unspecified)	-3	6	-1	-1	0	0	1	-1	-1.3	-4
COc1ccc(Cl)cc1C(=O)NNC(=O)COC(=O)c1ccc(Br)o1	0	-1	0	-10	4	3	-8	-2	-1.6	5
Cn1c(=O)c2c(ncn2CC(N)=O)n(C)c1=O	7	1	-2	-5	2	0	-4	2	2.0	5
CC(C)=C(NC(=O)c1ccccc1Br)C(=O)NCCc1nc2ccccc2[nH]1	1	3	5	-3	-1	-2	0	-3	0.1	4
COc1ccc(OCCSc2nc(-c3ccccc3)cc(=O)[nH]2)cc1	-3	3	-4	0	1	-3	5	-2	1.5	-5
O=C(NCCO)c1cc2ccccc2cc1O	4	6	0	-3	2	-2	3	5	-2.3	5
COc1ccc(C(=O)N2CCC2(C)C(=O)O)cc1F (stereo unspecified)	-8	1	-6	-8	1	-6	-1	5	-2.2	nt
O=[N+]([O-])c1ccc(N(CC(O)CN2CCCCC2)S(=O)(=O)c2ccccc2)cc1 (stereo unspecified)	2	0	-2	-1	0	-1	1	-5	-0.9	4
Cc1nc2cc(NC(=O)Nc3ccccc3Cl)ccc2n1C	-1	6	2	2	-2	7	0	-1	0.0	-7
Cc1ccc(-c2nnc(-c3ccccc3)o2)cc1Br	4	1	-3	-2	1	-1	-2	-3	0.5	-7

Among those listed so far, two contain a thiophene ring, fused or not:
structure	mABHD4 FP	ARFGAP1 inh	ASAP1 inh	NR1D1 modulator	rCAG binder	SMARCA2 activ	NPR2 activator	GC-A act	PG9 Ab binder	HTRA1 inh
CCC(C)(C)NC(=O)C(c1cccs1)N(C(=O)c1ccn[nH]1)c1ccccc1 (stereo unspecified)	0	0	3	-2	-3	1	-2	-9	-0.6	-2
CCCCCNc1nc2ccccc2nc1NS(=O)(=O)c1cccs1	5	-4	-12	0	33	3	2	-1	0.5	-1

New compounds follow:
structure	mABHD4 FP	ARFGAP1 inh	ASAP1 inh	NR1D1 modulator	rCAG binder	SMARCA2 activ	NPR2 activator	GC-A act	PG9 Ab binder	HTRA1 inh
CN(C)c1ccc(/C=N\NC(=O)c2ccc(Cn3cc(Cl)cn3)cc2)cc1	6	8	8	6	6	1	-5	0	-5.0	-3
CCOc1cc(C)c(S(=O)(=O)NCCCn2ccnc2)cc1C	-7	-5	-2	7	-4	-3	6	-1	-0.4	3
COc1ccc(/C=N/NC(=O)c2ccc(CN3C(=O)c4cccc5cccc3c45)cc2)cc1O	-27	7	11	-1	12	-1	0	-2	0.1	-49
COc1ccc(NC(C)=O)cc1S(=O)(=O)NC(Cc1ccccc1)C(=O)NCc1ccccc1C (stereo unspecified)	2	0	1	0	4	5	1	-6	-0.7	-2
Cc1ccc(CN2CCNC(=O)C2CC(=O)NC2CCCCCC2)o1 (stereo unspecified)	1	-5	-4	-2	-4	0	1	-2	-1.9	3
COC(=O)[C@]12CCCCC=C1N(Cc1ccc(Cl)cc1Cl)C(=O)[C@H](CC(=O)NCc1cccs1)C2	-17	1	3	3	7	-7	-3	-4	-1.8	nt
COc1ccccc1CNCC(O)(c1ccc(F)cc1)c1ccc(F)cc1	3	-3	10	1	-6	-3	-19	-46	0.3	-6
COCc1ccc(CN2CCCC(CO)(Cc3cccc(Cl)c3)C2)o1 (stereo unspecified)	-1	10	9	0	-10	-3	-6	-8	-0.1	0
CCOc1ccc(NC(=S)N2CCC(C(N)=O)CC2)cc1	4	11	-13	-2	-2	3	1	-3	0.2	0
CCn1c(SC(=O)NC2CCCCC2)nnc1-c1cccs1	-1	0	1	1	-5	-2	12	17	0.4	2
CC1=Nc2cc(C(=O)NCCCN3CCN(C)CC3)ccc2Sc2ccc(C)cc21	5	8	-4	-2	-5	-3	-3	10	-0.3	3
CC(C)NC(=O)NC(=O)COC(=O)/C=C/c1ccc2c(c1)OCO2	0	4	12	2	-3	0	-2	1	-1.3	-1
O=C(CC1c2ccccc2C=C(c2ccsc2)N1c1ccc(-c2cccnc2)cc1)C1CC1 (stereo unspecified)	0	-2	-3	6	9	-4	-6	-6	1.1	nt
COc1ccc(OC)c(/C=N\Nc2nccs2)c1	7	2	-15	-3	10	-2	4	-3	1.1	4
CCCc1c(C(=O)N/N=C/c2c[nH]c3ccccc23)nnn1-c1nonc1N	3	17	6	-9	8	-1	0	4	-0.9	-5
COc1nc(N)c(S(=O)(=O)c2ccccc2C)cc1C#N	-6	7	-3	-5	2	1	-9	-9	-0.8	-5
O=C(CSc1ccc(-c2cccs2)nn1)c1cccs1	0	-7	-3	-1	6	5	-8	-4	-2.0	-4
CCOC(=O)c1sc2ncnc(Nc3cccc(C(=O)O)c3)c2c1C	7	-12	3	-4	-1	-2	-4	3	-1.0	7
CCOc1ccc(S(=O)(=O)N/N=C(\C)c2ccc(Cl)c(Cl)c2Cl)cc1	1	1	18	6	14	2	4	-1	-0.7	0
